From PubChem BioAssay
Dengue-2 NS5 capping = flavivirus cap methylation enzyme inhibition – biochemical, confirmation dose response, primary screen (AID 588689). Dengue-2 NS5 methyltransferase capping enzyme assay, biochemical; higher % means a stronger effect. 340,000 compounds, 0.3% hits. one-dose inhibition, % at 25 µM; IC50 in µM for titrated hits; in the data active means a potency from the dose series; inconclusive means inhibition above about 29% without an active follow-up result
NOD1 NF-kB reporter = inhibition of NOD1-driven NF-kB reporter – cell-based, luminescence, uHTS, primary screen (AID 1578) | one-dose inhibition, % at 4 µM; EC50 in µM for titrated hits | NOD1-driven NF-kB luciferase reporter cells, luminescence; higher % means a stronger effect | 290,000 compounds, 1% hits; in the data active means inhibition mostly above about 36%, no sharp cut-off; inactive means mostly below about 34%;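 further: HEK-293T reporter cells stimulated with the NOD1 agonist gamma-tri-DAP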
GPR35 antagonists = inhibition of zaprinast-stimulated GPR35 beta-arrestin translocation – imaging, U2OS, beta-arrestin-GFP, zaprinast agonist, primary screen (AID 2058); U2OS GPR35 beta-arrestin-GFP translocation imaging, zaprinast antagonism; higher % means a stronger effect; inhibition, % at 10 µM, or IC50 in µM where a hit was titrated; 290,000 compounds, 0.052% hits;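 active means inhibition of at least 50% with at least 30 cells and total cytoplasm GFP at most 10,000,000; inconclusive means under 30 cells or total GFP of 10,000,000 plus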
KOR beta-arrestin-1 = kappa opioid receptor blockers – cell-based, luminescence, uHTS (AID 1778) | KOR beta-arrestin recruitment, luminescence, antagonist mode; higher % means a stronger effect | one-dose inhibition, % at 10 µM; IC50 in µM for titrated hits | 290,000 compounds, 0.091% hits; in the data active means inhibition above about 50%; further: strong numbers were not always called active
HIV peptide binding = cell-free HIV fusion peptide-binding blockers – biochemical, uHTS, fluorescence dequenching, primary screen (AID 1986); cell-free peptide binding, fluorescence dequenching, 30 min; higher % means a stronger effect; one-dose inhibition, % at 20 µM; IC50 in µM for titrated hits; 290,000 compounds, 0.3% hits; in the data active means inhibition mostly above about 52%, no sharp cut-off; inactive means mostly below about 76%; further: some results filed as inactive read as strong as hits
KOR beta-arrestin-2 = KOR agonists, beta-arrestin recruitment, primary screen, cell-based, luminescence, uHTS (AID 1777); activation, % at 10 µM, or EC50 in µM where a hit was titrated; KOR beta-arrestin recruitment, luminescence; higher % means a stronger effect; 280,000 compounds, 0.02% hits; in the data active means activation above about 50%, passing the limit was not always enough; further: a part of the inactive calls stands beside numbers as strong as those of hits
GPR55 LPI antagonism = GPR55 antagonists blocking LPI-driven arrestin recruitment, primary screen, imaging, U2OS, beta-arrestin-GFP, LPI agonist (AID 2013). U2OS GPR55 beta-arrestin-GFP translocation imaging, LPI antagonism; higher % means a stronger effect. inhibition, % at 10 µM, or IC50 in µM where a hit was titrated. 290,000 compounds, 0.13% hits;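 active means spots per cell inhibited over 60%, with over 100 cells counted and total cytoplasm intensity under 500,000; inconclusive means wells with under 100 cells, flagged as likely toxic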;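 further: U2OS cells stably carrying GPR55 and arrestin-GFP stimulated by 5 µM LPI near EC80; imaged beta-arrestin-GFP aggregate spots per cell after agonist stimulation; plate controls were LPI-stimulated DMSO wells for no effect and DMSO wells without LPI for full effect; some results filed as inactive read as strong as hits; confirmed hits need IC50 under 10 µM and bright autofluorescent wells are also inconclusive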
GPR55 activation = GPR55 agonists via beta-arrestin recruitment, primary screen, imaging, U2OS cells, beta-arrestin-GFP redistribution (AID 1961); one-dose activation, % at 10 µM; EC50 in µM for titrated hits; U2OS GPR55 beta-arrestin-GFP redistribution imaging; higher % means a stronger effect; 290,000 compounds, 0.048% hits;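 active means activation above 40% with more than 50 cells counted in the well; inconclusive means wells holding fewer than 50 cells, flagged as toxic or sparse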;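 further: U2OS osteosarcoma cells stably expressing GPR55 and beta-arrestin-GFP; plate controls were DMSO negative control for no effect and LPI positive control for full effect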
West Nile antiviral = West Nile virus antiviral activity, cell-based, CPE readout (AID 1621); West Nile virus-infected cells, CPE inhibition; higher % means a stronger effect; one-dose CPE inhibition, % at 10 µM; IC50 in µM for titrated hits; 290,000 compounds, 0.02% hits; in the data active means a potency from the dose series; inconclusive means CPE inhibition mostly from about 3.7% at the one dose, without a potency; inactive means the rest, 99 in 100 with CPE inhibition below about 2.2%; further: strong numbers were not always called active
Dengue-2 NS5 capping pilot replicate = second read-out of Dengue-2 NS5 capping, no call of its own (marks repeat the call); inhibition, %; measured here: pilot screen replicate inhibition
* marks the source's active call; other numbers are inactive results; ? = inconclusive; nt = no result given; [ ] = dose if it differs, or a comment.

SMILES | Dengue-2 NS5 capping | NOD1 NF-kB reporter | GPR35 antagonists | KOR beta-arrestin-1 | HIV peptide binding | KOR beta-arrestin-2 | GPR55 LPI antagonism | GPR55 activation | West Nile antiviral | others
CCN1CCN(C(=O)c2cc3c(OC)c(OC)c(OC)cc3[nH]2)CC1 | -4% | -13% | 17% | 16% | 1.5% | 7.3% | 4% | -0.1% | -0.8%
C=CCn1c2ccccc2c2nnc(SCC(N)=O)nc21 | -7% | -10% | 0% | -15% | 0.4% | 4.1% | -5% | -0.1% | 0.4%
COc1ccc2c(c1)C=C([C@@H]1C[C@H]3CN(c4ccccc4)C(=O)[C@]34CCCN14)CO2 | -10% | -16% | -4% | 8% | -2.4% | nt | 0% | 0.4% | -1.1%
COc1ccc(CCC(=O)Nc2cc(S(C)(=O)=O)ccc2Cl)cc1 | -2% | -23% | -19% | 29% | 0.2% | -14% | 13% | 0.3% | -0.4%
Cc1ccccc1Cn1c(C(C)O)nc2ccccc21 (centres undefined) | -3% | -2% | -7% | -8% | 5.2% | 6.7% | 1% | 0.1% | -0.3%
CCC(C)NCC(=O)Nc1sc2c(c1C(N)=O)CCC2 (centres undefined) | 3% | -40% | -20% | -15% | -2.1% | 1.3% | -3% | -0.1% | -0.4%
CCNC(=O)CN(c1ccc(Cl)cc1)S(=O)(=O)c1ccccc1 | -3% | -7% | -13% | -34% | -1.9% | -0.7% | 2% | 0.0% | -0.1%
CSCCCNC(=S)N(C)CC(=O)Nc1ccc(C)cc1 | -10% | -18% | 3% | -32% | -0.7% | -4.4% | 5% | -0.4% | -0.1%
COc1ccc(NC(=O)COC(=O)COc2cccc(Br)c2)cc1OC | 0% | -44% | -9% | 16% | 0.6% | -3.6% | 2% | 0.1% | -0.2%
CCCCCCN1C=CC(=C/C=C(\C#N)C(=O)OCC)C=C1 | ? | -2% | 13% | 19% | 150% | -0.8% | 53% | 0.0% | -1.2%
COc1ccc(N(CC(=O)Nc2cccc3ccccc23)S(C)(=O)=O)c(OC)c1 | -10% | -13% | 3% | -32%[20 µM] | -0.5% | -3.8% | 9% | -0.1% | -1.1%
CCOC(=O)c1c(-c2ccccc2)oc2ccc(OCC(=O)NNC(=O)CCC(=O)O)cc12 | -2% | -10% | 12% | 10% | 3.6% | -6.5% | -3% | 0.5% | 0.6%
Cc1nc(NC(=S)NC(=O)COc2ccccc2Cl)ccc1Br | -1% | 2% | -15% | 25% | -1.4% | -0.2% | 1% | -0.2% | -0.6%
CC1=NN(c2ccccc2C(=O)O)C(=O)C1N=Nc1ccccc1 (centres undefined) | 27% | 27% | 2% | -50%[20 µM] | 15% | 4.5% | -1% | -0.2% | 0.5% | Dengue-2 NS5 capping pilot replicate=6.1
CCc1ccc2[nH]c(C(=O)Nc3ccc(Br)c(C)n3)cc2c1 | 4% | 5% | -5% | 8% | 2.1% | 4.1% | 5% | -0.1% | 0.0%

Pulled by compound from the list above:
SMILES | Dengue-2 NS5 capping | NOD1 NF-kB reporter | GPR35 antagonists | KOR beta-arrestin-1 | HIV peptide binding | KOR beta-arrestin-2 | GPR55 LPI antagonism | GPR55 activation | West Nile antiviral | others
CSCCCNC(=S)N(C)CC(=O)Nc1ccc(C)cc1 | -10% | -18% | 3% | -32% | -0.7% | -4.4% | 5% | -0.4% | -0.1%
CCc1ccc2[nH]c(C(=O)Nc3ccc(Br)c(C)n3)cc2c1 | 4% | 5% | -5% | 8% | 2.1% | 4.1% | 5% | -0.1% | 0.0%
CCC(C)NCC(=O)Nc1sc2c(c1C(N)=O)CCC2 (centres undefined) | 3% | -40% | -20% | -15% | -2.1% | 1.3% | -3% | -0.1% | -0.4%

Carrying on.
SMILES | Dengue-2 NS5 capping | NOD1 NF-kB reporter | GPR35 antagonists | KOR beta-arrestin-1 | HIV peptide binding | KOR beta-arrestin-2 | GPR55 LPI antagonism | GPR55 activation | West Nile antiviral | others
O=C(COc1ccc2ccc(=O)oc2c1)OCc1ccccc1 | -7% | -16% | -1% | -21%[20 µM] | 0.5% | -1.9% | 16% | -0.1% | 0.3%
C=CCOC(=O)C1=C(C)NC(SCC(=O)N(CC)CC)=C(C#N)C1c1ccccc1 (centres undefined) | -5% | -10% | 8% | 25% | -3.0% | -0.5% | 0% | -0.1% | nt
COc1ccc(-n2nc3c(c2NC(=O)C2CCCC2)CS(=O)(=O)C3)cc1 | 5% | -9% | -9% | 0% | 2.6% | 0.5% | 15% | -0.2% | -0.5%
COc1ccc(CNC(=O)CSc2nc3ccc(N)cc3s2)cc1 | -1% | -14% | -12% | 6% | 3.4% | -2.1% | 16% | 0.6% | -0.6%
COc1ccccc1CNC(=O)C(=O)NCC1OCCCN1S(=O)(=O)c1cccs1 (centres undefined) | -1% | -14% | 4% | 2% | 0.6% | 1.3% | 7% | -0.1% | -1.4%
CCOc1ccc(C2/C(=C(/O)c3ccc(F)cc3)C(=O)C(=O)N2CCCN(C)C)cc1 (centres undefined) | -10% | -27% | -8% | 17% | 1.5% | -1.1% | -3% | -0.2% | 0.5%
CCn1ncc(C2=NOC(C(=O)Nc3c(C)n(C)n(-c4ccccc4)c3=O)C2)c1C (centres undefined) | -3% | 14% | -15% | -16% | 0.9% | -3.1% | -11% | -0.1% | -0.2%
O=C(CCC(=O)c1ccc(Oc2ccccc2)cc1)Nc1ccc(Cl)cc1Cl | 0% | 14% | 23% | 22% | 4.8% | -1.9% | 0% | -0.1% | -0.1%
COCC(C)Nc1ncnc2c1cnn2-c1ccc(Cl)cc1 (centres undefined) | -1% | -53% | -17% | -10% | -0.9% | -1.5% | 10% | 0.5% | 0.4%
CCC(=O)NC(=S)Nc1ccc(-c2nc3ccccc3s2)cc1 | -9% | -28% | 8% | -7% | -1.4% | -3.3% | 7% | 0.1% | 0.2%
COC(=O)c1ccc(C)c(NC(=O)CN2C(=O)c3ccccc3S2(=O)=O)c1 | -1% | -18% | 5% | 15% | -2.1% | -2.9% | 4% | -0.4% | 0.2%
CC(C)C(=O)N1CCN(c2ccc(NC(=O)c3ccc([N+](=O)[O-])o3)cc2)CC1 | -1% | 6% | -2% | 15% | -1.4% | -1.1% | 7% | -0.1% | -2.1%
CCN(CC)CCN(C(=O)c1c(F)cccc1F)c1nc2cc(C)cc(C)c2s1 | -7% | -38% | -2% | 2% | 1.7% | -1.9% | 8% | -0.2% | 0.0%
Cc1nnc(SCC2=C(C(=O)O)N3C(=O)C(NC(=O)Cn4nc(C)c(Cl)c4C)C3SC2)s1 (centres undefined) | 5% | -1% | 2% | 20% | 15% | 9.6% | 10% | 0.0% | -0.1%
NC(=S)N/N=C/c1ccccc1OC(=O)c1cc2ccccc2oc1=O | -6% | 0% | -14% | -44% | -0.4% | 5.1% | 3% | -0.1% | -0.7%
O=C(Nc1ccc2cn[nH]c2c1)c1c(Cl)cccc1Cl | 0% | -15% | -7% | 6% | 1.8% | 0.4% | 100% | -0.1% | -0.5%
Cc1ccc(S(=O)(=O)/N=C(\CN2CCCCC2)N2CCOCC2)cc1 | -3% | 11% | -6% | -20% | 0.1% | 2.2% | 0% | 0.1% | -0.1%
Cc1ccc(N2CC(=O)Nc3c(sc4nc(C)cc(C)c34)C2=O)cc1 | 3% | -6% | -8% | 19% | -1.0% | 0.5% | 5% | 0.2% | 0.1%
CCOC(=O)N1CCN(C2CC(=O)N(c3ccccc3)C2=O)CC1 (centres undefined) | -1% | -2% | 22% | -20% | 0.7% | -5.1% | -13% | 0.3% | 0.0%
COc1ccc(C2CC(c3ccc(C)o3)=NN2C(C)=O)cc1 (centres undefined) | -9% | -24% | -9% | 24% | 1.0% | 5.4% | 2% | 0.1% | 0.1%
O=C(Nc1ccc(F)cc1)C1CCC(CNc2c(N3CCCCC3)c(=O)c2=O)CC1 (centres undefined) | -8% | 5% | 6% | 45% | -1.6% | 1.8% | -28% | 0.0% | 0.5%
Cc1ccccc1NC(=O)n1ncc2cc(Cl)ccc21 | -1% | -7% | 8% | -18% | 0.1% | -0.8% | 4% | 0.0% | -0.5%
COc1ccc(/C=C(\C#N)c2c[nH]c3ccccc23)cc1 | -9% | -21% | 5% | -234% | 1.9% | -1.8% | -1% | 0.0% | -1.2%
COc1ccc(C(=O)O/N=C(\N)c2ccc(OC)c(OC)c2)cc1 | -3% | -10% | -18% | -7% | -1.8% | 2.6% | 2% | 0.0% | 1.9%
CC(C)N(C(=S)Nc1cccc(C(F)(F)F)c1)C(C)c1ccccn1 (centres undefined) | -11% | -3% | 7% | -15% | 3.4% | 6.2% | 8% | 0.1% | -0.2%
O=C(NCCCNCCCNC(=O)c1ccccn1)c1ccccn1 | -10% | -66% | 13% | 14% | 0.1% | 5.0% | 19% | 0.2% | -0.1%
COc1ccc(N)cc1NC(=O)CN1CCCC1 | -12% | -26% | 10% | 0%[20 µM] | -1.3% | -4.4% | -4% | 0.3% | 0.9%
O=C(C1CCC(=O)N1Cc1ccccc1Cl)N1CCN(c2cccc(Cl)c2)CC1 (centres undefined) | 0% | -4% | -6% | -1% | 14% | 3.2% | 0% | 0.0% | 0.6%
O=C(N/C(=C\c1ccccc1)C(=O)N1CCOCC1)c1ccccc1Br | -2% | -13% | 2% | -26% | 0.1% | -0.8% | 4% | -0.2% | -1.1%
COc1ccccc1CNC(=O)c1cc(=O)c2ccccc2o1 | -2% | 24% | -8% | -37% | -2.4% | 3.9% | -14% | 0.7% | -0.4%
COc1ccc(C(=O)Nn2c(SCC(=O)NCC3CCCO3)nc3ccccc3c2=O)cc1 (centres undefined) | -1% | 65%* | -2% | -34% | -0.8% | 1.2% | -1% | -0.3% | -0.3%
COc1cc(NC(=O)CCc2nc(-c3cccs3)no2)cc(OC)c1OC | 0% | -23% | 7% | 1% | 0.2% | -3.6% | 12% | -0.1% | -0.5%

In the list so far, these contain a COOH group:
SMILES | Dengue-2 NS5 capping | NOD1 NF-kB reporter | GPR35 antagonists | KOR beta-arrestin-1 | HIV peptide binding | KOR beta-arrestin-2 | GPR55 LPI antagonism | GPR55 activation | West Nile antiviral | others
CCOC(=O)c1c(-c2ccccc2)oc2ccc(OCC(=O)NNC(=O)CCC(=O)O)cc12 | -2% | -10% | 12% | 10% | 3.6% | -6.5% | -3% | 0.5% | 0.6%
CC1=NN(c2ccccc2C(=O)O)C(=O)C1N=Nc1ccccc1 (centres undefined) | 27% | 27% | 2% | -50%[20 µM] | 15% | 4.5% | -1% | -0.2% | 0.5% | Dengue-2 NS5 capping pilot replicate=6.1
Cc1nnc(SCC2=C(C(=O)O)N3C(=O)C(NC(=O)Cn4nc(C)c(Cl)c4C)C3SC2)s1 (centres undefined) | 5% | -1% | 2% | 20% | 15% | 9.6% | 10% | 0.0% | -0.1%

A portion of the library, so the mix of outcomes need not match the whole.
